Screening results: PubChem, several laboratories
S1P1 ag pot – activates or potentiates agonism at human S1P1 receptor | P21453 | 0.57% of 56,000 active | S1P1 CRE-bla cells, forskolin, beta-lactamase FRET, potentiator mode; S1P1 agonist co-added at EC20, 2 nM; 100% = saturating reference agonist, 0% = basal | activation, % at 9.5 µM;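 active = activation above a cutoff set at the mean activation of all tested compounds plus 3 SD, cut at about 54% in these data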;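 note: forskolin at 4 µM as EC80 and the EC20 agonist is SEW2871; 100% = SEW2871 at its EC100 plus forskolin at EC80; some compounds past the cut are filed as inactive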
5-HT1A blocker – 5-HT1a (human) receptor antagonism | P08908 | CHO 5-HT1a Ga15 NFAT-bla reporter, antagonist mode | inhibition, % at 10 µM | 0.68% of 62,000 active | AID 612;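 active = inhibition above the mean of all tested compounds plus 3 SD, cut at about 43% in these data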;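 note: receptor stimulated by 5-CT agonist at 100 nM near EC80; beta-lactamase reporter measured by ratiometric fluorescence of a cleavable substrate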
Abs 340nm – compound absorbs light at 340 nm | compound absorbance at 340 nm, fold over control | fold change at 10 µM | 65,000 tested, under 10 active;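 active = at 10 µM dose, initial 340 nm absorbance at least 2 fold that of control wells; inactive = change under 2 fold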;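 note: initial absorbance extrapolated from kinetic A340 decline of NADH oxidation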
S1P3 ag – activates the human S1P3 receptor. Q99500. S1P3 NFAT-BLA reporter cells, agonism, FRET ratio; relative to 1 µM S1P, basal subtracted. activation, % at 4.5 µM. 0.1% of 60,000 active;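 active = activation above the screen-wide mean plus 3 SD, cut at about 4.5% in these data, passing the limit was not always enough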; note: some compounds called inactive have numbers as strong as hits
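Assay system: CHO cells stably expressing human S1P3, Gα16 and NFAT-β-lactamase reporter. Timing: overnight plating, 4 h compound 37 °C, 2 h substrate RT. Signal: β-lactamase FRET emission ratio 460/535 nm. Measure: percent activation versus median 1 µM S1P response, basal-subtracted, per plate. Repeats: primary screen single test, confirmation screen in triplicate.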
MMP13 inh – MMP13 (human) collagenase inhibition; inhibition, % at 4 µM; P45452; AID 570; 0.07% of 65,000 active; MMP-13 fTHP FRET cleavage, Mca fluorescence;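 active = inhibition above the mean of compound-free control plate wells plus 3 SD, cut at about 14% in these data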;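 note: 0% = DMSO wells and 100% = wells with reference MMP-13 inhibitor after basal subtraction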
HTR1E agonist – agonists of human 5-HT1E serotonin receptor | 0.69% of 65,000 active | AID 574 | activation, % at 6 µM | CHO 5-HT1E Ga15 NFAT-bla reporter, FRET; 0% DMSO wells, 100% control agonist wells;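 active = activation above a set limit, the screen-wide mean activation plus 3 SD, cut at about 8.5% in these data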;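 note: 100% = positive control agonist at 1 µM giving full maximal response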
HTR1E antagonist – blocks the human 5-HT1E serotonin receptor; P28566; CHO 5-HT1E Ga15 NFAT-bla reporter, FRET, antagonist; inhibition, % at 6 µM; 0.99% of 65,000 active;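 active = inhibition above a set limit, the mean inhibition across every tested compound plus 3 SD, cut at about 29% in these data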;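 note: signal is the 460 over 535 nm emission ratio of beta-lactamase substrate; 0% = agonist plus DMSO wells and 100% = wells without agonist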
Her2 expr inh – lowers expression of human Her2 kinase. P04626. AID 645. HER2 level % of control, % at 10 µM. 0.69% of 65,000 active. SKBR-3 HER2 protein level, AlphaScreen, 18-24 h; stronger effect = lower value;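 active = HER2 level under 5% of the carrier-only control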;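 note: 100% = DMSO carrier and 0% = 500 nM PU-H71 HSP90 inhibitor; lower value means stronger loss of Her2 protein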
Target sequence (P04626 whole entry, looked up): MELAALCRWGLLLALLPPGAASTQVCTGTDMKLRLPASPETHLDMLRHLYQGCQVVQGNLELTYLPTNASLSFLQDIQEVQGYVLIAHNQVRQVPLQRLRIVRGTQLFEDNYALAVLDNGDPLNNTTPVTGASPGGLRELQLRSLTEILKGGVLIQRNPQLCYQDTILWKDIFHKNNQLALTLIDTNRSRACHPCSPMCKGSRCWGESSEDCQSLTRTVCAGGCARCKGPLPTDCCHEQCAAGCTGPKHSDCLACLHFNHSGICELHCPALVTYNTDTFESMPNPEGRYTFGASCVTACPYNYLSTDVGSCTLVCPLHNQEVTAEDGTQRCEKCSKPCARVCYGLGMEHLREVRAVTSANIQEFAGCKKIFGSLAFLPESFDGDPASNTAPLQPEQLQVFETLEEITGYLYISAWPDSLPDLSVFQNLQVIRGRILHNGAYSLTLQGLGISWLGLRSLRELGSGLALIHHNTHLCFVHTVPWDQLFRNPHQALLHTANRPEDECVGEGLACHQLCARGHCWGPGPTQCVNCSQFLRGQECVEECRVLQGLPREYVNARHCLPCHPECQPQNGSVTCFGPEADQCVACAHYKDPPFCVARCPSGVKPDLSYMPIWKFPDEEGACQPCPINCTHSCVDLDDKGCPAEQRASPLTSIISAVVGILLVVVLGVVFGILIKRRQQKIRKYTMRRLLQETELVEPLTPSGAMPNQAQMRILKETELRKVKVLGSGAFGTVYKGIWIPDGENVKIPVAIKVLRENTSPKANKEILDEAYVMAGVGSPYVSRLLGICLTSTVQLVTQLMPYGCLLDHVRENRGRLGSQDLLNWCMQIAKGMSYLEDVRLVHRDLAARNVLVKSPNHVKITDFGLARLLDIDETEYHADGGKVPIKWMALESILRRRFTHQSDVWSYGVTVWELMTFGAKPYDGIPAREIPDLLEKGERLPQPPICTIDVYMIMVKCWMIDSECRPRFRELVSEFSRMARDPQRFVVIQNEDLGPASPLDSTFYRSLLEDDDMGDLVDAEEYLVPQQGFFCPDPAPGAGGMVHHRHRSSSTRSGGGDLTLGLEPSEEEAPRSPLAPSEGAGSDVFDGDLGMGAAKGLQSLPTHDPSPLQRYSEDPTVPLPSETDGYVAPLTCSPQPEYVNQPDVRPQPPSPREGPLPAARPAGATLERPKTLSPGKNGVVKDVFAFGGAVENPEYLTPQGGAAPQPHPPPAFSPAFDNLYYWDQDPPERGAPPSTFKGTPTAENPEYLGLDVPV
Fluor 339 460 – intrinsic fluorescence of library compounds, ex339/em460 – biochemical, MLSMR library, data from DPM-DC assay, artefact control, profiling panel | compound autofluorescence, ex339/em460 nm, NADH buffer; stronger effect = higher value; 1 = no-compound wells, NADH background | fluorescence fold increase at 10 µM | 5.5% of 65,000 active | AID 709;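 active = at 10 µM, mean starting fluorescence two-fold or more over control wells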;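 note: signal is the first read of a kinetic run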
* marks the source's active call; other numbers are inactive results; . = not tested or not shown; [ ] = remark or other dose. This is a random part of the collection. About 8.5% of those tested had a hit in this group.

SMILES	S1P1 ag pot	5-HT1A blocker	Abs 340nm	S1P3 ag	MMP13 inh	HTR1E agonist	HTR1E antagonist	Her2 expr inh	Fluor 339 460
OC(COc1ccccc1)CSc1ncn[nH]1 (configuration not stated)	-7	-10	1	-0.5	-1	0.2	3	96	1.1
O=C(O)CN1C(=O)CC(Cc2ccc(Cl)cc2)C1=O (configuration not stated)	-12	-1	0.97	-0.1	0	0.1	-7	-20*	1.2
CCn1c(SCC(=O)Nc2cc(C)ccc2C)nnc1-c1cnccn1	-13	-10	1	0.5	-1	1.1	-4	99	1.1
Cc1nc(N2CCN(Cc3ccc4c(c3)OCO4)CC2)c2oc3ccccc3c2n1	.	24	1.1	.	-2	0.9	6	40	1.2
N#Cc1c(NC(=O)CSc2nc(-c3ccco3)cc(C(F)(F)F)n2)sc2c1CCCC2	-8	2	1.1	-0.7	0	-0.3	-7	42	1.4
COc1ccc(OC)c(Nc2cc(-c3ccccc3)nc(N)n2)c1	-38	63*	1	-1.9	-9	-0.9	70*	56	1.7
COC(=O)c1cc(CSc2nnc(-c3ccccc3)c(-c3ccccc3)n2)oc1C	96*	8	1	3.7	2	0.3	9	75	0.87
COc1ccc(Cl)cc1C(=O)N(Cc1nc(-c2cccc(C)c2)no1)C(C)C	-13	18	1.1	-0.5	-4	0.4	-9	68	1.1
COc1ccccc1C(OC(=O)c1cccs1)C(=O)NCc1ccco1 (configuration not stated)	16	8	0.98	0.4	0	0.4	-5	85	1.1
O=P(CCNCc1ccco1)(c1ccccc1)c1ccccc1	-8	11	1	-1.2	-2	0.2	-7	151	1.1
CCOc1ccc(N(CC(=O)Nc2cccc(F)c2)S(=O)(=O)c2c(C)noc2C)cc1	11	10	1.1	-0.8	5	2.0	13	61	1.1
O=C(c1cc(-c2cccc(O)c2)on1)N1CCCCC1	-6	5	0.98	-0.9	5	0.4	9	104	1.1
Cn1c(=O)c(=O)n(C)c2cc(S(=O)(=O)N3CCN(Cc4ccccc4)CC3)ccc21	-22	-4	1.1	-1.2	1	-0.4	5	90	1.2
CC(C)CNC(=O)C1CC(=O)OC12CCCCC2 (configuration not stated)	5	6	0.97	-0.7	-5	-0.7	0	113	1
COc1ccc(CCNC(=O)c2ccc(CNc3c(N4CCOCC4)c(=O)c3=O)cc2)cc1OC	-17	-4	1	0.2	-1	-0.2	-3	98	1.1
O=C(CCS(=O)(=O)c1cccc2nonc12)N1CC(=O)N(CCc2ccccc2)C(=O)C1	.	6	1.1	.	2	0.6	4	110	1.1
CCOC(=O)c1c(C)n(CC(COC(C)=O)OC(C)=O)c2ccc(OC(C)=O)cc12 (configuration not stated)	-24	-7	1	-0.8	7	0.3	16	150	1.1
O=C(CS(=O)CC(=O)Nc1ccc(Cl)cc1)NCC1OCCc2ccccc21 (configuration not stated)	-2	8	0.99	-1.2	3	-0.6	4	107	1.1
Cc1cc(C(=O)Nc2nnc(-c3ccccc3)s2)no1	-6	4	1.1	0.3	-8	-1.7	3	84	1
COCC(C)NC(=O)NC1(C(F)(F)F)Oc2ccc(Cl)cc2O1 (configuration not stated)	.	8	1	.	5	0.6	5	144	1.1
CN1CCc2c(sc3c2c(=O)n(-c2ccccc2)c2nnc(SCc4ccccc4)n32)C1	2	.	0.98	-4.3	-4	-0.3	-7	111	1.1
O=C(CN1C(=O)C2CC=CCC2C1=O)Nc1ccc(-c2nnc3n2CCCCC3)cc1 (configuration not stated)	-10	-12	0.97	0.8	2	-0.7	1	119	0.98
O=C(NCCc1ccc(Cl)cc1)C1CCCN(S(=O)(=O)c2cnc[nH]2)C1 (configuration not stated)	-10	-3	1	0.3	1	0.5	-8	98	1.1
COc1ccccc1C(=O)N1CCCC1(C#N)c1ccccc1 (configuration not stated)	-4	.	0.97	-4.9	3	0.7	12	100	0.1
O=C(CSc1nnnn1-c1ccc2c(c1)CCC2)NCc1cccs1	1	-3	1	0.6	0	1.2	-13	78	1
CC(=O)NCCOc1ccc2oc3ccccc3c2c1	.	-11	1.1	-0.4	6	1.6	-6	98	1.2
CCOc1ccc(C(C)(C)C)cc1S(=O)(=O)N1CC(C)OC(C)C1 (configuration not stated)	-25	5	0.99	-1.2	1	-0.3	-3	104	1.1
C[C@]12CCC(=O)C=C1CC[C@@H]1[C@@H]2C(=O)C[C@@]2(C)[C@H]1CC[C@]2(O)C(=O)CO	9	.	0.99	0.9	0	1.1	1	114	1
O=C(c1ccc(S(=O)(=O)N2CCCCC2)cc1)N1CCN(Cc2ccc3c(c2)OCO3)CC1	-8	-5	1	-0.2	3	-0.8	5	79	1.1
Cc1ccc(-c2oc3ccccc3c(=O)c2O)cc1	24	14	1	0.0	-28	-1.2	17	83	1.4
Cn1c(=NC(=O)C2CCN(S(=O)(=O)c3cccs3)CC2)sc2ccccc21	12	-2	1	-1.0	7	0.2	2	93	1.2
Cc1cc(C)nc(SCC(=O)Nc2ccc(S(=O)(=O)Nc3nccs3)cc2)n1	1	-10	1	-0.6	-1	0.6	-4	88	1
Cc1cc(C)n2nc(S(=O)(=O)N(C)Cc3ccccc3)nc2n1	11	12	0.98	0.2	2	-1.1	2	130	0.99
O=C(CSc1ncnc2c1oc1ccccc12)Nc1cccc(C(F)(F)F)c1	-11	-7	1	-0.5	-1	0.6	-1	65	1.1
CCN(CC)CCNC(=O)c1ccccc1N	2	.	1	-2.3	-93[fluorescence artefact?]	0.6	-7	120	2.3*
Cc1ccc(NC(=O)c2cc(NC(=O)c3ccco3)ccc2N2CCCCC2)cc1	27	15	1.1	-2.0	4	2.8	5	86	2.1*
CCn1cc(C(=O)Nc2ccccc2C(=O)OC)c(=O)c2ccc(C)nc21	-11	-2	1	0.7	-3	0.1	-7	64	1
COc1ccc(S(=O)(=O)n2nc(-c3cc(OC)c(OC)c(OC)c3)cc2N)cc1OC	-50	-16	1.1	0.3	-2	-0.3	-3	93	1.1
CC1C(=O)C(C)C(c2ccco2)NC1c1ccco1 (configuration not stated)	-28	-2	1	-0.4	4	-0.1	-14	108	1.1
COc1ccc(NC(=O)Cc2nn(C)c(=O)c3ccccc23)c2ncccc12	-16	1	1	0.6	-3	0.1	2	119	1.1
COC(=O)Cn1nnc(-c2cccc(OC)c2)n1	9	-1	1	-0.3	4	-0.1	1	109	1
O=C(COc1ccc(S(=O)(=O)Nc2ccccc2)cc1)N1CCOCC1	.	-3	1	0.0	2	0.1	2	61	1.1
COc1ccc(CCNC(=O)CSC2=Nc3ccccc3C3=NC(C(C)C)C(=O)N23)cc1OC (configuration not stated)	1	-13	1.1	-0.4	-4	-0.3	-4	133	1.1
CCCCc1nc(NCCNC(=O)c2ccco2)c(C#N)c2c1CSC(C)(C)C2	-7	.	0.99	-2.5	-25	0.0	0	72	1.9
CC(=O)c1c(C)nc(-c2ccc(Cl)cc2Cl)n1O	0	-12	1	-1.0	-2	-0.2	-2	88	1.1
COc1ccc(C(=O)Nc2cc3c(cc2C#N)OCO3)cc1S(=O)(=O)NCc1ccco1	5	13	1.1	-0.9	3	-1.8	4	118	1.1
Cc1cccc(N(C)c2cc(C)nc3nc(C)nn23)c1	-6	12	1.1	-0.7	3	-1.1	18	80	1
Cc1cc2nc(C3CCN(Cc4nnnn4Cc4cccs4)CC3)[nH]c2cc1C	10	9	1	-0.4	-4	0.7	1	88	1.1
Cc1cc(C(=O)NCCCn2ccnc2)cs1	11	14	1	-1.0	-3	-0.3	9	91	1.1
CCN(CC(=O)Nc1ccc2c(c1)OCCO2)C(=O)c1cccc(S(=O)(=O)N2CCOCC2)c1	4	2	1	-0.3	4	0.6	3	89	1.1
O=C(COc1cccc2cccnc12)N1CCc2ccccc2C1	8	0	1	0.1	-10	-0.1	0	103	1.5
COc1ccc(N2CCN(C(=O)CSc3nnc(CNc4ccccc4)o3)CC2)cc1	28	6	0.99	-1.0	2	-0.3	-3	96	1
COc1ccc(NC(=O)Nc2nnc(C(C)C)s2)cc1	13	0	1	-1.1	-2	-0.2	-6	70	1.1
Cc1cc(C)n(C(=O)CSc2nc3ccccc3o2)n1	0	.	1	-2.3	-7	0.1	-6	120	1.1
CC1(C)CC(=O)C(C=NCCC2=CCCCC2)=C(O)C1	-14	-1	1	-0.8	4	-0.1	-7	120	1.1
Cc1ccc(-c2noc(CN(C(=O)c3cccs3)C(C)C)n2)cc1	7	13	1	-0.5	4	0.5	2	112	1.1
O=C(CN(Cc1ccco1)C(=O)Cn1nnc(-c2cccs2)n1)NCc1ccccc1	4	12	1	-0.9	1	-0.7	1	81	1.1
COc1ccccc1NS(=O)(=O)c1ccc(NC(=O)c2nc3ncccn3n2)cc1	10	-12	1	0.0	6	0.9	11	106	1
CC(=O)Oc1ccccc1-c1nc(C)nc(N(C)C(C)=O)n1	-63	-5	1.1	-0.9	-2	-0.2	6	115	1.1
CCOC(=O)C1CCN(S(=O)(=O)c2cccc(-c3csc(C)n3)c2)CC1	3	-2	0.98	-0.1	5	0.9	6	93	1.1
(next part)
SMILES	S1P1 ag pot	5-HT1A blocker	Abs 340nm	S1P3 ag	MMP13 inh	HTR1E agonist	HTR1E antagonist	Her2 expr inh	Fluor 339 460
CCCS(=O)(=O)Nc1cc(C(F)(F)F)ccc1OCCOC	18	7	1	-1.6	-1	0.2	8	149	1.1
CCOc1ccc(C2CC(c3ccc(CC)cc3)n3nc(N)nc3N2)cc1 (configuration not stated)	-21	-21	1	0.5	-4	0.3	2	85	1.2
O=C(NCCCN1CCCC1=O)c1ccc(CNS(=O)(=O)c2ccc(F)cc2)cc1	-37	-16	0.99	0.1	2	0.1	-5	113	1.1
Cc1ncsc1CCSc1nc2ccccc2c(=O)n1C	0	7	1.1	-1.1	1	0.0	27	.	1.1
CN(C)C(=O)CSc1nnc(CCCCCNC(=O)OC(C)(C)C)o1	2	0	1	-0.1	-2	0.9	-9	106	0.89
Cc1noc(C)c1S(=O)(=O)NCC(=O)O	-14	-11	1	0.0	-7	1.0	-5	68	1.1
O=C(O)CCn1[nH]c(=O)ccc1=O	10	-7	1	-0.7	-1	-0.3	-5	86	1
CC1=C(C#N)C(C(F)(F)F)(C(F)(F)F)N=C(c2ccco2)N1	.	-12	1	-0.9	4	-0.5	2	82	1.1
CSc1nc(NC(C)C)nc(N2CCOCC2)n1	-4	-11	1	-0.2	8	0.9	7	118	1.1
CCOc1ccc2nc(NC(=O)C(CC)Sc3nc(C)cc(=O)[nH]3)sc2c1 (configuration not stated)	.	-10	1.1	-1.0	2	0.4	1	91	1.1
O=C(Cn1nnc(-c2ccccc2NC(=O)c2ccco2)n1)Nc1ccccc1	0	7	0.97	-0.4	-3	0.0	10	40	1.2
O=C(CSc1nc2c(c(=O)[nH]1)CCCC2)Nc1ccc(Cl)cc1F	-8	-7	0.99	0.2	1	0.9	4	121	1.1
O=C(NCc1cccs1)c1noc2c1CCCC2	-1	-9	0.99	-0.1	0	0.0	5	85	1.1
COCCN(C(=O)Nc1ccccc1)c1ccccc1C	5	.	1	-0.2	4	-0.6	-7	108	1.1
